Screening data as filed in PubChem.
aDG glyco up – alpha-DG glycosylation activation; AID 624168; 360,000 tested, 0.22% active; activation, % at 10 µM; Pro5-aDG cells, alpha-DG glycosylation AlphaScreen (IIH6); 0% Pro5, 100% B10-LARGE cell signal;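 active = activation of at least 8% versus controls, or a plate z-score of at least 8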;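 note: Pro5 are CHO cells carrying HIG-tagged alpha-DG that lacks glycosylation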
Glyco luc inh – N-linked glycosylation inhibition; 360,000 tested, 0.23% active; reporter increase, % at 12.5 µM; D54 ERlucT glycosylation luciferase reporter, 24 h; percent of 100 nM tunicamycin response;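 active = mean luciferase reporter signal, scaled so untreated is 0 and the glycosylation-blocking control 100, at or above a set limit in every replicate; inconclusive = mean reaches the limit but not every replicate does; inactive = mean below the limit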;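 note: luciferase carries N-glycosylation sites so blocking glycosylation raises the light; 0% = median of neutral control wells and 100% = median of 100 nM tunicamycin wells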
NOD2 RIPK2 PPI – NOD2-RIPK2 protein interaction inhibition. inhibition, % at 4.98 µM. O43353. CHO BLA complementation NOD2-RIPK2, CCF4 ratio. 360,000 tested, 0.38% active; in the data active = inhibition above about 21%;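 note: 0% = vehicle only and 100% = reference blocker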
Target sequence (O43353 whole entry, looked up): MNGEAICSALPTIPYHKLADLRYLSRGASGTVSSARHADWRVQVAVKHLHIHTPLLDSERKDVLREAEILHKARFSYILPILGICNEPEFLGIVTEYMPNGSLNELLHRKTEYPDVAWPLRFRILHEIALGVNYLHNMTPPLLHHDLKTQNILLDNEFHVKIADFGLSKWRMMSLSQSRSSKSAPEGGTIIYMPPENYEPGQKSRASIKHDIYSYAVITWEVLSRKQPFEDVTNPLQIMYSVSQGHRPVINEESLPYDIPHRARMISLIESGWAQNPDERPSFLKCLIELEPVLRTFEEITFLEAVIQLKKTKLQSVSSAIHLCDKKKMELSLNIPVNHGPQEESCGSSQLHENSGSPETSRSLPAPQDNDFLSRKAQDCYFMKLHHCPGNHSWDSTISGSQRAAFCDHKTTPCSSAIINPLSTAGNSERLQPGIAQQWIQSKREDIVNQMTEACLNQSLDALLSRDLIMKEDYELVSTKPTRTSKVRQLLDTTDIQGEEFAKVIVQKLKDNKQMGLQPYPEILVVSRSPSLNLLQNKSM
Vif imaging – HIV Vif inhibition. AID 602346. 340,000 tested, 0.35% active. inhibition, % at 7.49 µM. HEK293T cells, Vif self-association by quenched fluorescence, imaging, 24 h; in the data active = inhibition above about 50%, passing the limit was not always enough; inconclusive = no clear call, values can overlap the other calls; inactive = below about 31%; note: some results filed as inactive read as strong as hits
MC4R barr agon – activates human MC4R beta-arrestin recruitment; P32245; U2OS MC4R beta-arrestin complementation, luminescence; percent of melanotan II response, DMSO zero; activation, % at 8.9 µM; 360,000 tested, 0.98% active; AID 540308;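 active = activation above a per-plate cutoff, the mean activation of sample wells on that plate plus 3 SD, cut at about 8% in these data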
Target sequence (P32245 whole entry, looked up): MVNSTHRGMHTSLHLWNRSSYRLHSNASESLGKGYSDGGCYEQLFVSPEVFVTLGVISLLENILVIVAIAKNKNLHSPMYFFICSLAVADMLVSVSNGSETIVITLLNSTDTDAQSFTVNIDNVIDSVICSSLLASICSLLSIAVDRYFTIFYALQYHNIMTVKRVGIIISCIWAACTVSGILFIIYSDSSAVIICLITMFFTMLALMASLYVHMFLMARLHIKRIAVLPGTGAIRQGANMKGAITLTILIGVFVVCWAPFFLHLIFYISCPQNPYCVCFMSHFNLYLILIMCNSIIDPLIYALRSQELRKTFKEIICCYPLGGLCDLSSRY
ABCB6 inh MLPCN – inhibitors of human ABC transporter ABCB6; fluorescence ratio to DMSO, % at 10 µM; 360,000 tested, 0.19% active; K562-ABCB6 porphyrin accumulation, flow cytometry, 1 h; hits give low values;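 active = fluorescence ratio to DMSO below 75%, the collection mean minus 3 SD; inconclusive = too few cells collected in the well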;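 note: signal is porphyrin accumulated inside mitochondria; 100% equals median channel fluorescence of DMSO control wells; lower ratio means ABCB6 inhibition with less porphyrin fluorescence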
ABHD5-PLIN5 inh – inhibitors of human ABHD5-perilipin-5 interaction. inhibition, % at 4 µM. 360,000 tested, 0.78% active. Split G. princeps luciferase complementation, luminescence, 4 h. Q00G26+Q8WTS1;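 active = inhibition above the mean inhibition across every tested compound plus 3 SD, cut at about 22% in these data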;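 note: 0% = DMSO only wells and the 100% control is not disclosed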
TLR9-MyD88 block – blocks human TLR9 binding to MyD88 | CHO BLA complementation TLR9-MyD88, CCF4 FRET ratio | inhibition, % at 4.98 µM | 340,000 tested, 0.21% active | AID 504734;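 active = inhibition above the mean over all tested compounds plus 3 SD, cut at about 21% in these data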;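 note: 0% = DMSO only wells and 100% = clavulanate BLA inhibitor control wells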
Exocytosis inh – blocks lytic granule exocytosis; TALL-104 LAMP-1 surface exposure, flow cytometry; cells stimulated with thapsigargin and PMA; inhibition, % at 10 µM; 360,000 tested, 0.66% active;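 active = inhibition above about 55%, limit read from the data; inconclusive = no clear call, values can overlap the other calls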
MC4R antagonist – blocks human MC4R cAMP signaling. P32245. MC4R-expressing cells, MTII-stimulated cAMP, LANCE TR-FRET. inhibition, % at 6.5 µM. 360,000 tested, 0.48% active;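 active = inhibition above its plate's cutoff, the mean of tested wells on that plate plus 3 SD, cut at about 29% in these data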;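 note: 0% = Melanotan II alone and 100% = Melanotan II plus saturating MCL0020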
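Assay system: human MC4R-expressing U2OS cells; reagent: Melanotan II stimulation of cells; dosing: 6.5 µM single dose; timing: compound 30 min, challenge 1 h, detection 1 h; signal: TR-FRET cAMP assay; replicates: one well per compound, no replicates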
Active calls of the source: *; ? = inconclusive; / = no result given. Not all compounds are listed (hit frequency here may not be typical).

SMILES	aDG glyco up	Glyco luc inh	NOD2 RIPK2 PPI	Vif imaging	MC4R barr agon	ABCB6 inh MLPCN	ABHD5-PLIN5 inh	TLR9-MyD88 block	Exocytosis inh	MC4R antagonist
Nc1ncnc2c1ncn2[C@@H]1O[C@H](CNCc2ccccc2)[C@@H](O)[C@H]1O	-0.1	0.0	1.4	/	-1.1	95.0	-0.6	-8.6	-6.8	2.4
CCOC(=O)c1c(C)[nH]c(C(=O)OCC(=O)Nc2sc(C(=O)N(C)C)c(C)c2C(=O)OCC)c1C	0.0	-7.6	4.7	-3.8	-0.2	94.0	-5.8	-14.8	-0.4	18.3
COc1cc(C(=O)NCC(=O)N/N=C/c2cccnc2)cc(OC)c1OC	0.1	1.4	3.8	-1.3	-0.7	102.0	1.4	1.4	-4.7	3.5
COc1ccc(CN(C(=O)c2snc(C(N)=O)c2N)C(C(=O)NC2CCCC2)c2ccc(OC)cc2)cc1 (configuration not stated)	0.0	-0.2	-5.7	-1.0	0.2	76.0	-6.3	-1.8	8.8	8.9
Cc1ccc(C(=O)CC(=O)c2ccccc2C)c(O)c1	1.1	-3.3	4.4	-4.2	0.5	97.0	2.2	-7.7	-14.7	10.3
COc1ccccc1CC(=O)Nc1cccc(S(=O)(=O)N2CCOCC2)c1	0.0	1.7	-4.0	-7.6	1.0	101.0	8.3	2.2	0.0	-3.6
CCC/C=C/c1ccc(CN2C(C(C)C)C(=O)N(Cc3cn(CCC4OCCCO4)nn3)CCS2(=O)=O)cc1 (configuration not stated)	0.5	0.2	1.8	0.6	3.2	90.0	8.3	-6.4	2.4	5.9
CCOc1ccc(C(=O)CCC(=O)Nc2ccc(C)cn2)cc1	0.0	1.0	2.9	-4.7	0.1	110.0	-14.6	2.7	-3.5	7.3
Cc1ccc(SCC(=O)Nc2cccc(C(=O)NC(C)(C)C)c2)cc1	-0.3	-2.5	-11.4	-13.1	1.5	/	0.8	6.6	0.6	4.2
O=C(NCC1(O)CCCCC1)C1CCC(=O)N(Cc2cccc(C(F)(F)F)c2)C1 (configuration not stated)	0.1	2.2	-0.8	1.3	-1.8	105.0	-3.8	-1.1	-2.4	3.6
Cc1cccn2c(=O)nc(SCC(=O)N3CCN(c4ccccc4)CC3)nc12	0.1	1.1	0.0	6.9	-2.5	96.0	4.0	-2.5	3.0	-4.5
O=S(=O)(c1ccc(SCc2ccc(Cl)cc2)nc1)N1CCCC1	0.2	-5.2	2.0	-12.5	2.5	95.0	-15.6	4.3	-10.2	10.3
COc1ccccc1NC(=O)c1cc2c(CO)cnc(C)c2oc1=Nc1ccc(OC)c(OC)c1	-0.4	-7.8	-2.6	32.1	0.9	101.0	-16.3	-2.7	16.9	2.0
Cc1ccc(NC(=O)c2nnn(CC(=O)Nc3ccc4c(c3)OCO4)c2N)cc1C	-0.1	0.5	-5.5	6.7	-0.3	100.0	-5.3	3.6	-3.0	-1.6
CC(Sc1nc(N)cc(=O)[nH]1)C(=O)Nc1sc2c(c1C#N)CCCC2 (configuration not stated)	0.0	2.4	-2.7	-20.4	-2.6	93.0	-1.9	-4.5	-3.9	8.9
COc1ccc(NC(C)=O)cc1NC(=O)C1CCCN1C(=O)c1cccs1 (configuration not stated)	-0.2	1.1	-6.8	-2.4	-0.7	99.0	0.1	-3.5	-3.5	-1.8
CN(C)c1ccc(NC(=S)NC(=O)/C=C/c2ccc(Cl)cc2)cc1	0.0	-2.1	1.1	-5.3	-3.3	91.0	-6.5	-2.4	-2.1	2.2
COc1ccccc1NS(=O)(=O)c1ccc(N/N=C/C=C/c2ccccc2[N+](=O)[O-])c([N+](=O)[O-])c1	-0.6	-3.0	-1.0	24.6	0.2	98.0	0.5	3.8	6.6	-1.8
O=C(NCCc1ccccc1F)C1CCCN1S(=O)(=O)c1ccccc1 (configuration not stated)	0.1	1.0	-4.3	-3.3	-0.5	99.0	-2.8	0.2	1.3	6.0
CC(C)NS(=O)(=O)c1ccc(NC(=O)C(C)Oc2ccc(C(=O)c3ccccc3)cc2)cc1 (configuration not stated)	1.6	-1.8	-10.0	4.5	-3.4	92.0	-1.8	2.5	0.4	0.0

Overlap with the part before: 4 compounds, then new ones.
SMILES	aDG glyco up	Glyco luc inh	NOD2 RIPK2 PPI	Vif imaging	MC4R barr agon	ABCB6 inh MLPCN	ABHD5-PLIN5 inh	TLR9-MyD88 block	Exocytosis inh	MC4R antagonist
CN(C)c1ccc(NC(=S)NC(=O)/C=C/c2ccc(Cl)cc2)cc1	0.0	-2.1	1.1	-5.3	-3.3	91.0	-6.5	-2.4	-2.1	2.2
COc1ccccc1NS(=O)(=O)c1ccc(N/N=C/C=C/c2ccccc2[N+](=O)[O-])c([N+](=O)[O-])c1	-0.6	-3.0	-1.0	24.6	0.2	98.0	0.5	3.8	6.6	-1.8
O=C(NCCc1ccccc1F)C1CCCN1S(=O)(=O)c1ccccc1 (configuration not stated)	0.1	1.0	-4.3	-3.3	-0.5	99.0	-2.8	0.2	1.3	6.0
CC(C)NS(=O)(=O)c1ccc(NC(=O)C(C)Oc2ccc(C(=O)c3ccccc3)cc2)cc1 (configuration not stated)	1.6	-1.8	-10.0	4.5	-3.4	92.0	-1.8	2.5	0.4	0.0
Cc1c(Cl)cnn1CC(=O)NC1C(=O)N2C(C(=O)O)=C(CSc3nnnn3C)CSC12 (configuration not stated)	0.4	0.1	5.2	0.4	-1.9	96.0	9.3	-6.0	15.9	10.8
O=C(NCCCN1CCOCC1)C(=O)N/N=C/c1c(Cl)cccc1Cl	-0.4	-0.2	2.3	9.9	-0.8	104.0	1.0	1.0	3.5	9.1
COC(=O)c1c(SCC(=O)NC2CCCCC2)[nH]c2ccccc2c1=O	0.3	0.5	-7.7	-8.5	-2.1	167.0	-3.4	-3.5	?	5.5
COc1ccccc1N1CCN(c2ccc(-c3ccccc3)nn2)CC1	0.2	-6.4	15.0	15.7	-1.3	98.0	-4.9	-0.8	2.9	-17.0
Cc1cccc(C)c1-n1nnnc1C1(C)CCC(=O)N1CCc1ccccc1F (configuration not stated)	0.3	/	-2.3	/	/	99.0	3.2	/	4.1	/
O=C(C1CCN(S(=O)(=O)c2ccc(Br)s2)CC1)N1CCCCC1	0.1	-2.9	-6.0	5.3	1.1	97.0	1.4	-2.4	-8.6	1.4
COc1ccc(C2c3c(oc4ccccc4c3=O)C(=O)N2CCN2CCOCC2)cc1OC (configuration not stated)	0.2	1.4	0.4	-3.7	-0.9	99.0	-3.6	0.0	-4.5	5.9
Cc1occc1C(=O)NNC(=O)c1ccccc1Br	-0.3	0.0	-5.0	-2.0	-0.6	101.0	-2.7	14.6	6.7	4.1
Cc1ccc(N(CC(=O)N/N=C/c2ccc(OCC(N)=O)cc2)S(C)(=O)=O)cc1Cl	-0.3	-0.7	-1.8	-2.8	-2.5	92.0	-3.2	11.5	8.5	6.4
CCOP(=O)(OCC)C(NC(=O)c1ccc(OC)c(OC)c1)c1ccccc1 (configuration not stated)	-0.3	3.2	-0.4	1.4	-0.5	92.0	-2.8	-9.5	-1.2	24.6
COc1cccc(CNC(=O)CN2C(=O)CC(c3ccccc3)=Nc3ccccc32)c1	0.0	0.4	-14.7	-3.1	-1.2	96.0	1.5	-3.8	-0.8	-5.3
COc1cc(C(=O)NC(=S)NNC(=O)c2ccc3c(c2)OCO3)cc(OC)c1OC	0.1	-1.0	-6.3	8.3	-2.8	103.0	-7.9	5.6	7.5	-9.6
Cc1ccc(S(=O)(=O)N2CCCC2C(=O)Nc2nc3c(s2)CCCC3)cc1 (configuration not stated)	-0.1	-2.3	5.2	-17.0	0.2	85.0	2.0	3.5	4.2	10.8
Clc1ccc(OCCn2cnc3ccccc32)cc1	0.3	-1.9	7.0	-0.2	-0.2	88.0	5.1	0.2	-3.8	7.0
Cc1ccc(NC(=O)Cc2ccc(Cl)c(Cl)c2)cc1S(=O)(=O)N(C)C	2.4	-3.7	9.5	0.0	0.7	95.0	-12.1	-0.8	3.5	6.3
Cc1cccc(C(=O)OC(C)C(=O)NCC2CCCCC2)c1O (configuration not stated)	0.0	-0.4	0.9	13.9	-0.1	94.0	-2.5	1.1	14.3	11.3
O=C(CN1CCCCC1)N1c2ccccc2CCc2ccccc21	-0.1	-2.1	-9.2	0.4	-0.9	102.0	-2.4	-3.6	4.1	2.5
CCOC(=O)c1ccc(N/C=C/C(=O)c2ccc(OC)cc2)cc1	-0.2	0.4	4.3	4.1	-1.4	95.0	1.8	-9.3	5.8	3.4
Cc1cc(N2CCN(C)CC2)nc2ccc(NC(=S)N3CCN(c4cccc(Cl)c4)CC3)cc12	1.3	-4.0	-7.8	-1.1	-1.0	99.0	9.7	-5.5	7.8	15.3
O=C(O)CC(c1cccc([N+](=O)[O-])c1)N1Cc2ccccc2C1=O (configuration not stated)	0.1	3.1	-6.3	7.3	-1.6	106.0	-1.6	-0.3	-1.1	0.1
Cc1ccc(C(=O)COC(=O)c2cnccn2)cc1	0.2	-0.4	-3.2	-4.7	0.3	96.0	9.1	-9.6	-0.8	4.8
O=C(NC1CC1)c1ccccc1NC(=O)c1ccccc1OC(F)F	-0.2	0.6	-14.2	/	-0.8	99.0	4.8	-1.9	-0.1	0.2
O=C(CN1C(=O)NC2(CCCCC2)C1=O)NCc1ccc2c(c1)OCO2	-0.2	2.4	-7.3	41.3	-2.8	97.0	-2.1	0.3	-0.6	-1.6
O=C(Nc1ccc2c(c1)OCCO2)C(CCc1ccccc1)N1CCN(c2ccc(F)cc2)CC1 (configuration not stated)	-0.1	-6.6	-3.7	-0.6	/	97.0	-5.0	/	5.0	/
COc1ccc(-n2nnnc2-c2cnc(N3CCCC3)nc2C(F)(F)F)cc1	0.4	2.7	-2.7	-39.7	-0.6	88.0	-6.1	-3.5	2.2	-0.8
O=C(O)C1OC(C(=O)O)C2C1C(F)(F)C2(F)F (configuration not stated)	-0.1	2.1	2.0	21.6	0.1	99.0	11.2	-0.4	-1.8	5.2
COc1ccccc1OCCC(=O)OCC(=O)Nc1ccc(Br)cc1F	-0.2	0.2	2.8	-1.9	-2.4	94.0	-2.5	1.5	-0.1	-6.7
Cn1nc(-c2ccc(C(=O)Nc3ccc(F)cc3)cc2)c2ccccc2c1=O	0.8	-0.9	-0.2	1.8	0.9	101.0	-4.4	/	-5.4	3.2
CC(=O)Nc1ccc(OCC(=O)NC(C)c2ccc(F)cc2)cc1 (configuration not stated)	-0.3	3.3	2.9	4.3	-2.7	92.0	-3.6	-3.0	-1.8	4.2
CC(C)(C)c1ccc(C(=O)NC(=O)CSc2n[nH]c(N)n2)cc1	0.3	-1.7	-3.6	-0.4	2.5	100.0	17.4	3.0	-4.9	-1.0
CCOc1ccccc1NC(=O)COC(=O)C12CC3CC(CC(O)(C3)C1)C2	0.3	1.7	-4.1	-8.3	-1.4	99.0	3.1	-5.6	6.5	12.5
Cc1ccc(-c2cc(-c3nnc(SCC(=O)NC(C)C(C)C)n3N)c3ccccc3n2)cc1 (configuration not stated)	-0.1	1.2	-6.9	/	2.8	102.0	2.8	-9.6	-1.4	1.1
